# Screening results from PubChem.
# Pf growth 48h = inhibits P. falciparum growth in the first generation, 48 h. P. falciparum luciferase growth in erythrocytes, 48 h. Potency, µM (highest dose often 28.7 µM), for the others: top-dose activity change, negative = inhibition, usual class: inhibitors. 310,000 tested, 5.9% active; also: potency is read from the fitted curve at half-maximal effect; % is scaled to controls: 0 for no effect and ±100 for the full control effect
#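 In quantitative HTS format, infected erythrocytes bearing luciferase-reporter parasites were treated for a single generation at 37 C. Luminescence after adding detection reagent served as the growth measure.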
# TbPYK inhibitor = inhibitors of Trypanosoma brucei pyruvate kinase. 410,000 tested, 0.12% active. Q57TT1. TbPYK enzyme, Kinase-Glo Plus ATP luminescence, 45 min. Potency, µM (titrated, usually from 76.8 µM), without a hit: top-dose activity, negative = inhibition, usual class: inhibitors; also: potency is read from the fitted curve at half-maximal effect; % is scaled to controls: 0 for no effect and ±100 for the full control effect; nearly all actives have a fitted effect of over 50% in size
#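 Glycolytic pyruvate kinase of T. brucei was incubated with substrate, test compound and 130 uM ADP for 45 minutes at room temperature. Luminescent Kinase-Glo Plus signal was measured after 10 minutes.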
# AmpC no deterg = inhibitors of E. coli AmpC beta-lactamase without detergent. P00811. AmpC nitrocefin hydrolysis, absorbance 480 nm, 0.0001% Triton. Potency, µM (titrated, usually from 57.1 µM), for inactives: at the highest dose activity change, negative = inhibition, actives largely listed as inhibitors. 330,000 tested, 0.52% active. AID 485341;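 also: potency is read from the fitted curve at half-maximal effect; plate controls were no compound for no effect and no enzyme for full effect; nearly all actives have a fitted effect of over 20% in size; some results filed as inactive show a strong effect at the top dose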
# Target sequence (P00811 whole entry, looked up): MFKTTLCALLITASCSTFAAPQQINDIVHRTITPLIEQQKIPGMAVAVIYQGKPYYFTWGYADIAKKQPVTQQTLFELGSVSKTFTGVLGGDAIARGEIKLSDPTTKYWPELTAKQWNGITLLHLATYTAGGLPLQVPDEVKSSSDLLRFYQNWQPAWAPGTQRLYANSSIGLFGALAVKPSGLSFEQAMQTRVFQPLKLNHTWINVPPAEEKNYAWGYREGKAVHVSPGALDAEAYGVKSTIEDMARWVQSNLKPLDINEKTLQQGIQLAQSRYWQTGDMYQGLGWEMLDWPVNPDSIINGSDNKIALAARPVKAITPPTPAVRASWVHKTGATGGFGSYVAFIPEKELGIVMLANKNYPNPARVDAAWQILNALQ
#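 AmpC (5.3 nM in the dispensed reagent) in 20 mM phosphate pH 7.0 with 0.01% (detergent screen) or 0.0001% Triton X-100 was preincubated with compounds for 15 min at room temperature. Nitrocefin was then added from an 800 uM solution, and hydrolysis was followed at 480 nm.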
# LmPK inhibitor = inhibitors of Leishmania mexicana pyruvate kinase; 290,000 tested, 0.37% active; AID 1721; Potency, µM (top dose mostly 57.5 µM), for the others: at the highest dose activity change, negative = inhibition, actives largely listed as inhibitors; purified LmPK, Kinase-Glo ATP luminescence, 1 h; also: potency is read from the fitted curve at half-maximal effect; % is scaled to controls: 0 for no effect and ±100 for the full control effect
# Target sequence (Q27686 whole entry, looked up): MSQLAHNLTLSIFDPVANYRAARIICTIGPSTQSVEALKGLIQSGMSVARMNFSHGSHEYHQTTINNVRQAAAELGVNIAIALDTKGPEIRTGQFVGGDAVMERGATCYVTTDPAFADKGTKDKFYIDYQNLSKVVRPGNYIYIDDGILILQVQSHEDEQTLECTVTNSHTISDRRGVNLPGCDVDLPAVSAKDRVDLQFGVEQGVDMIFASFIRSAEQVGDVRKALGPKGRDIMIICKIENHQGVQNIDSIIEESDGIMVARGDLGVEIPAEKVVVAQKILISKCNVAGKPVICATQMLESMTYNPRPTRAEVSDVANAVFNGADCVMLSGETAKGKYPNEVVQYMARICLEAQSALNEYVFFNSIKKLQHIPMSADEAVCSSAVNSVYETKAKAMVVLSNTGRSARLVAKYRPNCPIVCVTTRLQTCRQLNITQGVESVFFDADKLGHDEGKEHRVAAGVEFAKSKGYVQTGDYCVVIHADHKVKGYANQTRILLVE
#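 Pyruvate kinase activity monitored as ATP production (luciferase luminescence). Conditions: 0.1 nM enzyme, 0.5 mM PEP, 0.1 mM ADP, 1 h, RT; normalized against uninhibited and no-enzyme wells.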
# Shiga inhibitor = blocks Shiga toxin action in Vero cells | Vero cells, Shiga toxin protein synthesis inhibition reporter | inhibition, % at 38.7 µM | 290,000 tested, 9.2% active; in the data active = inhibition mostly above about 28%, no sharp cut-off; inactive = mostly below about 43%; also: 0% is about no effect
# CHX counter = counter-screen hit for Shiga toxin inhibitors, cycloheximide | cell reporter, cycloheximide protein synthesis inhibition counterscreen | max response, % | 300,000 tested, 12% active; in the data active = max response mostly above about 13%, no sharp cut-off; inactive = mostly below about 14%; also: read at 38.3 µM for the half of the compounds with a filed dose; 0% is about no effect
# Pf growth 96h = P. falciparum growth inhibition at 96 hours; P. falciparum luciferase reporter growth, 96 h; 320,000 tested, 6.9% active; Potency, µM (titrated, usually from 28.7 µM), for inactives: at the top dose activity change, negative = inhibition, usual class: inhibitors; also: potency is read from the fitted curve at half-maximal effect; % is scaled to controls: 0 for no effect and ±100 for the full control effect
#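 Readout is luminescence from an integrated firefly luciferase in P. falciparum. Red cells, 2% hematocrit and 0.05% parasitemia final, were cultured with compound through two parasite generations (96 hours) at 37 C, 5% CO2.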
# Starred values were filed as active, the others as inactive; ? = inconclusive; / = not tested or not shown; & = joins results of further samples; [ ] = dose if it differs, or a comment. Unless noted, calls follow the shape of the dose curve; as a rule, active = well fitted curve in the direction sought with a large enough effect; inconclusive = small, poorly fitted or top-dose-only effect, or another doubt; inactive = no such curve, though single readings can be large; an effect the other way counts as inactive or inconclusive. Rows were taken by chance; any-hit rate near 22%.
# A first look:
SMILES,Pf growth 48h,TbPYK inhibitor,AmpC no deterg,LmPK inhibitor,Shiga inhibitor,CHX counter,Pf growth 96h
CC(C)C[C@@H](CSc1ccc(Br)cc1)N1CCN(CCc2ccccc2)CCC1=O,?,1%,115%[activator],-1%,-13,10,?
CCOc1ccc(N(CC(=O)NCCSCc2ccccc2Cl)S(C)(=O)=O)cc1,-6%,-12%,97%[activator],-3%,-12,1,?

# Main list, repeating the preview:
SMILES,Pf growth 48h,TbPYK inhibitor,AmpC no deterg,LmPK inhibitor,Shiga inhibitor,CHX counter,Pf growth 96h
CC(C)C[C@@H](CSc1ccc(Br)cc1)N1CCN(CCc2ccccc2)CCC1=O,?,1%,115%[activator],-1%,-13,10,?
CCOc1ccc(N(CC(=O)NCCSCc2ccccc2Cl)S(C)(=O)=O)cc1,-6%,-12%,97%[activator],-3%,-12,1,?
COc1ccc(C(c2c(O)c3ccccc3oc2=O)c2c(C)n(C)n(-c3ccccc3)c2=O)cc1 (stereo not drawn),16%,-2%&7%,-5%,1%,-5,-3,43%[activator]
CC1(C)CC(=O)C(N=Nc2c(Cl)cc(Cl)cc2Cl)=C(O)C1,13%,-3%,-22%,-1%,-9,-5,-13%
CN(C)S(=O)(=O)c1ccc(NC(=O)CN2CCN(c3ccccn3)CC2)cc1,5%,-1%,-4%,-3%,-6,2,-3%
CN(C(=O)c1cc(COc2c(F)cccc2F)on1)C1CCOC1 (stereo not drawn),46%[activator],2%,3%,1%,32,30*,3%
Cc1occc1C(=O)NC(C)C12CC3CC(CC(C3)C1)C2 (stereo not drawn),?,-21%,-10%,8%,-23,9,12%
CCCCn1c(N)c(N(CCOC)C(=O)COc2ccc(OCC)cc2)c(=O)[nH]c1=O,12%,0%,-14%,/,/,/,?
O=C(O)CSC(C(=O)Nc1ccc(C(F)(F)F)cc1)c1ccccc1 (stereo not drawn),-14%,-6%,-28%,8%,-3,-3,10%
COc1ccc(CN2CC(C(=O)NCCN3CCOCC3)CC2=O)cc1 (stereo not drawn),18%,-2%,-7%,-1%,-4,-1,?
O=S(=O)(c1cccs1)N1CCN(Cc2nc3ccccc3s2)CC1,?,-4%,-2%,2%,49*,38*,?
Cc1ccc(N2CC(C(=O)NCCC(C)C)CC2=O)cc1 (stereo not drawn),14%,-10%,-16%,0%,-9,-4,/
CC(=O)Nc1nc2ccc(S(=O)(=O)N3CCCC3)cc2s1,-7%,-1%,-17%,-3%,-9,5,?
Cc1ccsc1CN(C)CC(=O)NCC(=O)Nc1ccc(F)cc1,?,4%,-19%,/,/,/,?
COc1ccc(C(C)=O)cc1CN1C(=O)NC2(CCCCC2C)C1=O (stereo not drawn),-2%,1%,-26%,-4%,-6,-3,27%
O=C(NCCO)c1ccc2c3n(nc2c1)-c1ccc(Cl)cc1CO3,89%[activator],-4%,5%,-10%,79*,54*,135%[activator]
CN1CCN(c2nc(C#N)cc(-c3ccccc3)n2)CC1,?,-11%,84%[activator],2%,-12,4,-7%
Cc1cccc(NC(=O)Nc2ccc(OCc3ccccc3)cc2)n1,-27%,5%,-25%,3%,-9,-4,21%
CCCc1nc(SCc2ccccc2Cl)n[nH]1,/,-4%,-14%,-7%,23,24*,-17%
COCCNC(=O)c1c(NC(=O)c2nc(SC)ncc2Cl)sc2c1CCCC2,27%,5%,-13%,1%,12,1,33%[activator]
COc1ccccc1N1CCN(CC(=O)Nc2ccc(CN3CCCCC3)cc2)CC1,1%,2%,-9%,-3%,-11,-8,?
Cc1ccc(Cl)cc1NC(=O)c1ccccc1OCC(=O)N1CCOCC1,?,2%,74%[activator],-7%,-11,-1,?
Cc1ccc(N2CC(NS(=O)(=O)c3cc(F)ccc3F)CC2=O)cc1C (stereo not drawn),-9%,4%,13%,/,/,/,?
Cc1ccc(OCc2nnc(SC(C)C(=O)O)n2-c2ccccc2)cc1 (stereo not drawn),-7%,-6%,-19%,0%,/,-1,?
O=C(CN1CCN(S(=O)(=O)c2ccc(F)cc2)CC1)Nc1cc(C(F)(F)F)ccc1Cl,?,-1%,16%,3%,38,-2,?
CC(C)c1ccc(/C=N/NC(=O)c2nnn(-c3nonc3N)c2CN2CCOCC2)cc1,-10%,2%,34%,1%,35,-4,0%
CC1CCN(c2nnc(-c3ccccc3)c3ccccc23)CC1,-26%,-7%,-17%,4%,15,2,?
FC(F)(Cl)c1nnc2ccc(Sc3ccccn3)nn12,?,-8%,-18%,-3%,-7,7,39%[activator]
Cc1cc(=O)n2c3ccccc3n(CC(O)CN3CCN(CCO)CC3)c2c1C#N (stereo not drawn),?,3%,-18%,0%,-16,-1,?
Cc1ccc(NC(=O)C(C)OC(=O)c2ccc(NS(=O)(=O)c3ccc(F)c(F)c3)cc2)cc1 (stereo not drawn),-44%,-5%,-45%,1%,-3,-3,?
CCN(Cc1ccc(Cl)nc1)/C(=C/[N+](=O)[O-])NC,-14%,-11%,/,/,/,/,-15%
O=C(c1cccnc1)N1CCN(c2ccc3ccccc3n2)CC1,-4%,-14%,-6%,0%,0,6,?
Cn1cnnc1Sc1cc(N2CCN(S(=O)(=O)c3ccc4ccccc4c3)CC2)ccc1[N+](=O)[O-],?,-1%,-1%,1%,26,11*,-17%
CCOc1ccccc1NC(=O)c1nnn(CC(=O)Nc2ccc3c(c2)OCO3)c1N,29%,-3%,?,0%,-2,9,25%
CCC(C)NC(=O)c1ccccc1NC(=O)CN1C(=O)c2ccccc2S1(=O)=O (stereo not drawn),15%,-6%,-23%,1%,-2,3,-2%
O=C(O)c1ccc(Cl)c(S(=O)(=O)Nc2ccc(S(=O)(=O)Nc3cccc(Cl)c3)cc2)c1,19%,3%,-43%,-3%,10,-2,43%[activator]
Cc1occc1-c1nnc(SCC(=O)N2CCOCC2)n1CC(C)C,9%,3%,-18%,0%,13,-4,-30%
CC(=O)COC(=O)C1CC(=O)N(c2ccc(C)c(C)c2)C1 (stereo not drawn),53%[activator],-5%,2%,6%,-14,0,30%[activator]
O=C(COc1ccccc1Cl)N1CCN(c2ccc(F)cc2)CC1,-23%,-5%,28%,-3%,-12,-3,-12%
C=CCn1c(O)c(C(C)=NCCC(c2ccccc2)c2ccccc2)c(=O)[nH]c1=O,-13%,-2%,-25%,0%,-13,-2,12µM*
Cn1c(=O)[nH]c(=O)c2[nH]c(CN3CCN(Cc4ccccc4)CC3)nc21,1%,2%,-4%,1%,-6,-7,-9%
CC(=O)NC(=S)Nc1ccccc1C(=O)Nc1ccccc1,42%[activator],-5%,-19%,1%,-8,-1,-19%
CC1(c2cccc(Br)c2)NC(=O)N(CC(=O)Nc2ccc(S(N)(=O)=O)cc2)C1=O (stereo not drawn),?,1%,-39%,3%,25,-1,-17%
CCCCCCCCCCOC(=O)Cn1c(COc2ccccc2OC)[n+](C)c2ccccc21,1.7µM*,-24%,249%[activator],3%,-8,-3,?
CSCCC(NC(N)=O)C(=O)Nc1cccc(S(=O)(=O)N2CCOCC2)c1 (stereo not drawn),18%,1%,3%,8%,4,-3,20%
COc1ccc(-c2nnc(NC(=O)c3ccc4c(c3)OCCO4)o2)cc1,1%,-6%,-28%,3%,-8,4,25%
CCCCn1c(N)c(N(CCOC)C(=O)c2ccc(C)c(S(=O)(=O)N3CCOCC3)c2)c(=O)[nH]c1=O,?,1%,-3%,/,/,/,22%
CCOc1cccc(OCCOCCn2cnc3ccccc3c2=O)c1,/,2%,24%,14%,16,-4,?
COc1ccc(C(=O)Nc2ccc3oc(-c4cccnc4)nc3c2)cc1OC,?,1%&1%,-4%,5%,3,6,?
CC(C)(Oc1ccc(Cl)cc1)C(=O)Nc1c2c(nn1C(C)(C)C)CS(=O)(=O)C2,7%,-2%,?,/,/,/,?
O=C(CSc1nnc(-c2ccccc2)o1)N1CCCC1,59%[activator],-1%,-18%,1%,58,15*,?
CCOc1ccc(/C=C2\SC(=S)N(NC(=O)c3ccncc3)C2=O)cc1OC,0%,-8%,39%,2%,-10,-2,9%
O=C(OCC(=O)N1CCCC1)c1cncc(Br)c1,4%,3%,-10%,-3%,-7,1,8%
Cc1cc(C)c(C#N)c(SCS(=O)Cc2ccc(Cl)cc2)n1 (stereo not drawn),?,-5%,11%,4%,-8,-7,/
CCOc1ccc(CCNC(=O)c2ccc(Cl)c(S(=O)(=O)N3CCOCC3)c2)cc1OCC,12µM*,-9%,8%,/,/,/,?
COc1cccc(OC)c1C(=O)Nc1cccc(C(=O)Nc2cccc(C(=O)O)c2)c1,111%[activator],7%,-14%,0%,-3,-1,215%[activator]
S=c1[nH]nc(COc2ccccc2)n1/N=C/c1cccc(Br)c1,/,-33%,-37%,-3%,-3,5,18%
COc1ccccc1CNC(=O)COC(=O)c1nccnc1N,22%,-3%,-27%,0%,-12,-1,11%
CCC(C(=O)NCC1CCCO1)N(Cc1ccc(F)cc1)C(=O)CNS(=O)(=O)c1ccccc1 (stereo not drawn),0%,-5%,53%,-5%,-7,-6,?
Cc1ccccc1N1CCN(C(=O)c2ccccc2NC(=O)c2ccccc2C(=O)O)CC1,5%,-3%,-2%,2%,-3,-1,10%

# Continued.
SMILES,Pf growth 48h,TbPYK inhibitor,AmpC no deterg,LmPK inhibitor,Shiga inhibitor,CHX counter,Pf growth 96h
O=S(=O)(CCOc1ccccc1)N1CCOCC1,-4%,-12%,-1%,2%,-9,-2,?
O=C(NC(=S)Nc1ccc(NC(=O)c2cccs2)cc1)c1cc2ccccc2o1,3.3µM*,-8%,-51%,-1%,11,1,68%[activator]
COc1ccc(OC)c(/C=C2\SC(=S)N(NS(=O)(=O)c3ccccc3)C2=O)c1,3%,-6%,-35%,1%,-7,-1,40%[activator]
CC(NC(=S)Nc1cccc(C(F)(F)F)c1)C(C)(C)C (stereo not drawn),?,3%,-16%,-2%,-17,-2,13µM*
CN(c1ccc(C(=O)Nc2ccc(Cl)cn2)cc1)S(=O)(=O)c1ccccc1,-13%,2%,-30%,-4%,20,12,-27%
CC(NC(=O)c1ccco1)C(=O)N1CCc2ccccc2C1 (stereo not drawn),?,-1%,-10%,7%,38,16,/
COc1ccc(S(=O)(=O)N2CCN(c3ccc4nnc(-c5ccccc5)n4n3)CC2)cc1,/,4%,0%,0%,-11,-4,?
COc1ccc(S(=O)(=O)N2CCCCCC2)cc1C(=O)N(C)Cc1ccc(F)cc1,?,-5%,59%,/,/,/,-7%
CC(C)Cn1c(O)c2ccc(C(=O)N=NC(=O)c3cccnc3)cc2c1O,-30%,1%,-15%,1%,-14,-2,41%[activator]
O=C(C1CC1)N1N=C(c2cccc(Br)c2)CC1(O)C(F)(F)F (stereo not drawn),7%,-9%,-19%,-2%,10,6,?
